IDH1 R132H inh – inhibitors of IDH1 R132H reductase, primary screen, biochemical, plate reader, single point. Isocitrate dehydrogenase [NADP] cytoplasmic (Homo sapiens), O75874. diaphorase/resazurin fluorescence, 60 min. inhibition, % at 10 µM. hit rate 0.18% among 70,000. AID 624101, 2012; in the data active = inhibition above about 34%;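 note: 0% = DMSO and 100% = no enzyme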
Target sequence (O75874 whole entry R132H): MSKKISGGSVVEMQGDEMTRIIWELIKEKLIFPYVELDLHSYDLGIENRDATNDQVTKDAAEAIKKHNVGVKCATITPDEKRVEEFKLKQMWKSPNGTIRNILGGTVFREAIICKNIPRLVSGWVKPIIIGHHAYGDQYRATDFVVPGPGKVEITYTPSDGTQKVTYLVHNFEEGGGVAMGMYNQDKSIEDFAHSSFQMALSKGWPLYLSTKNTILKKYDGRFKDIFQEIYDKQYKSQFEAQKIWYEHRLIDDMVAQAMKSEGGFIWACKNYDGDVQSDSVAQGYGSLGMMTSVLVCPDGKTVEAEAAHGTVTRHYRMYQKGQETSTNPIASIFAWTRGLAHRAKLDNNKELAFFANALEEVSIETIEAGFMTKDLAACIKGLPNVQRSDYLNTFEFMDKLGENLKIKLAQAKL
PRC2 inh – EZH2/PRC2 methyltransferase inhibitors, primary screen, biochemical, DELFIA time-resolved fluorescence, single point. Histone-lysine N-methyltransferase EZH2 (Homo sapiens), Q15910. PRC2 H3K27 methylation, DELFIA TRF, 1 h. inhibition, % at 12.5 µM. hit rate 0.35% among 57,000;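 active = mean inhibition of replicates at least 50% and every single replicate also reaching 50%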;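 note: dimethyl H3K27 on biotinylated H3 21-44 peptide detected by antibody; plate controls were median neutral control wells for no effect and median positive control wells for full effect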
Numbers without * were called inactive; · = not tested or not shown; & = joins results of further samples. A portion of the library, so the mix of outcomes need not match the whole.

Sample of the layout:
Every second line gives: IDH1 R132H inh	PRC2 inh
1	CC(C)c1cc2c(cc1O)[C@@]1(C(=O)O)CCCC(C)(C)C1CC2 (stereo not given in full)
→ 0.4	10.5
2	Cc1ccc(S(=O)(=O)c2nc(-c3ccccc3Cl)oc2NCC2CCCO2)cc1 (stereo not given)
→ -1.2	22.5

The list itself (from the top)
Every second line gives: IDH1 R132H inh	PRC2 inh
1	CC(C)c1cc2c(cc1O)[C@@]1(C(=O)O)CCCC(C)(C)C1CC2 (stereo not given in full)
→ 0.4	10.5
2	Cc1ccc(S(=O)(=O)c2nc(-c3ccccc3Cl)oc2NCC2CCCO2)cc1 (stereo not given)
→ -1.2	22.5
3	COc1ccc(NC(=O)N(C)C[C@@H]2Oc3ccc(NS(=O)(=O)c4ccc(C)cc4)cc3C(=O)N([C@@H](C)CO)C[C@@H]2C)cc1
→ 0.0	·
4	CC(C)CC#Cc1ccc2c(c1)O[C@H](CN(C)C(=O)Nc1ccccc1)[C@@H](C)CN([C@H](C)CO)S2(=O)=O
→ -0.5	18.0&3.4
5	C[C@@H]1CN([C@@H](C)CO)C(=O)c2cc(NS(C)(=O)=O)ccc2O[C@@H](C)CCCCO[C@@H]1CN(C)S(=O)(=O)c1cccs1
→ -1.2	·
6	Cc1ccccc1S(=O)(=O)N[C@H]1CC[C@@H](CCn2cc(-c3ccccc3)nn2)O[C@@H]1CO
→ -0.6	44.8
7	C[C@@H]1CN([C@@H](C)CO)C(=O)c2cc(C#Cc3ccccc3)cnc2O[C@H]1CN(C)C(=O)c1ccccc1F
→ ·	-11.5
8	COc1ccc(S(=O)(=O)N(C)C[C@H]2OCCCC[C@@H](C)Oc3ccc(NS(=O)(=O)c4ccc(C)cc4)cc3C(=O)N([C@@H](C)CO)C[C@H]2C)cc1
→ 0.9	·
9	O=C(C[C@H]1C[C@@H]2c3cc(NC(=O)NC4CCCC4)ccc3O[C@@H]2[C@H](CO)O1)NC1CCCCC1
→ -0.1	13.1
10	Cc1ccc(S(=O)(=O)NCC(=O)Nc2ccc(C)c(Cl)c2)cc1
→ -0.5	-18.2
11	O=C(Nc1ccc(C(F)(F)F)cc1)N[C@H]1C=C[C@@H](CC(=O)N2CCCCC2)O[C@@H]1CO
→ -0.1	8.4
12	C[C@H]1CN([C@@H](C)CO)C(=O)Cc2cc(NC(=O)Nc3ccc4c(c3)OCO4)ccc2O[C@@H]1CN(C)C(=O)Nc1ccccc1
→ -0.1	·
13	C[C@@H]1CN([C@H](C)CO)C(=O)Cc2cc(NC(=O)Cc3cn(C)c4ccccc34)ccc2O[C@H]1CN(C)S(=O)(=O)c1ccc(Cl)cc1
→ -1.8	·
14	O=C(C[C@H]1C=C[C@H](NC(=O)Cc2cccnc2)[C@H](CO)O1)NCc1ccc2c(c1)OCO2
→ 0.3	1.0
15	C[C@@H]1CN([C@@H](C)CO)C(=O)c2cc(C#CC3CC3)cnc2O[C@@H]1CN(C)C(=O)CC1CC1
→ -0.1	1.2
16	Cc1ccc(S(=O)(=O)Nc2ccc3c(c2)C(=O)N([C@@H](C)CO)C[C@@H](C)[C@H](CN(C)S(C)(=O)=O)O3)cc1
→ -6.6	·
17	CC(C)NC(=O)N(C)C[C@@H]1Oc2ccc(NC(=O)Cc3cn(C)c4ccccc34)cc2CC(=O)N([C@@H](C)CO)C[C@@H]1C
→ -0.6	-4.5
18	COCC(=O)N1C[C@@H](C)[C@H](OC)CN(C)C(=O)c2ccc(NC(=O)c3ccccc3)cc2OC[C@H]1C
→ -0.3	-1.8
19	Cn1c(=O)c2c(ncn2Cc2cc(-c3ccccc3)no2)n(C)c1=O
→ -0.7	1.2
20	Cc1ccc(F)cc1S(=O)(=O)N[C@@H]1CCN(C(=O)c2ccc(OC(C)C)cc2)C1
→ ·	-0.5
21	C[C@@H]1CN([C@H](C)CO)S(=O)(=O)c2ccc(C#CC3CC3)cc2O[C@@H]1CN(C)C(=O)Nc1cc(F)ccc1F
→ -0.6	-21.9
22	O=C(C[C@@H]1C=C[C@@H](NS(=O)(=O)c2ccc(F)cc2)[C@@H](CO)O1)NCCc1ccncc1
→ -0.1	2.0
23	C[C@H]1CN([C@@H](C)CO)C(=O)CCCn2nncc2CO[C@@H]1CN(C)Cc1ccc(Oc2ccccc2)cc1
→ -1.0	·
24	CO[C@H]1CC[C@@H]2CCN(C)C(=O)[C@@H](C)[C@@H](OC)CN(C)C(=O)c3cccc(C#N)c3OC[C@@H]1O2
→ 0.1	5.5
25	C[C@@H]1CN([C@@H](C)CO)C(=O)c2cc(C#Cc3ccccc3)cnc2O[C@@H]1CN(C)C(=O)c1ccccc1
→ 0.2	·
26	COc1ccccc1C(=O)Nc1ccc2c(c1)OC[C@@H](C)N(C(C)=O)C[C@@H](C)[C@H](OC)CN(C)C2=O
→ -0.4	-3.5
27	O=C(c1ccc([N+](=O)[O-])cc1)N(Cc1cc2ccccc2[nH]c1=O)c1ccccc1
→ 0.4	-0.6
28	CCCNC(=O)N(C)C[C@H]1Oc2cc(-c3cncnc3)ccc2S(=O)(=O)N([C@H](C)CO)C[C@@H]1C
→ 0.4	9.3
29	CC(C)NC(=O)N(C)C[C@H]1Oc2ccc(NC(=O)Cc3ccccc3)cc2C(=O)N([C@@H](C)CO)C[C@H]1C
→ -1.6	·
30	C[C@@H]1CN([C@@H](C)CO)C(=O)c2cccc(NC(=O)NC3CCCCC3)c2O[C@@H]1CN(C)Cc1ccccc1
→ 1.5	1.3
31	COc1c(-c2ccccc2)oc2c(CC=C(C)C)c3c(c(OC)c2c1=O)C=CC(C)(C)O3
→ -1.2	-4.4
32	C[C@@H]1CN([C@H](C)CO)C(=O)Cc2cc(NC(=O)CCN3CCOCC3)ccc2O[C@H]1CN(C)S(=O)(=O)c1ccc(F)cc1
→ 0.0	-7.5
33	CCNC(=O)C1(C)CCCN(Cc2cccc(Oc3ccccc3)c2)C1 (stereo not given)
→ ·	6.8
34	O=C(C[C@@H]1CC[C@H](NC(=O)c2cnccn2)[C@@H](CO)O1)NCc1ccccc1F
→ -0.1	2.2
35	CC(C)C#Cc1ccc2c(c1)O[C@H](CN(C)C(=O)Cc1ccccn1)[C@H](C)CN([C@@H](C)CO)S2(=O)=O
→ ·	18.3
36	CC(C)NC(=O)N(C)C[C@H]1OCCCC[C@H](C)Oc2ccc(NS(=O)(=O)c3cn(C)cn3)cc2C(=O)N([C@@H](C)CO)C[C@@H]1C
→ -3.8	·
37	C[C@@H]1CN([C@H](C)CO)C(=O)c2cccc(NC(=O)Nc3ccc(F)cc3)c2O[C@@H]1CN(C)Cc1ccc(Oc2ccccc2)cc1
→ 1.3	·
38	COc1ccc(S(=O)(=O)Nc2ccc3c(c2)C(=O)N([C@@H](C)CO)C[C@@H](C)[C@@H](CN(C)C(=O)Nc2ccc(F)cc2)O3)cc1
→ -0.4	·
39	CC(=O)N(C)C[C@H]1Oc2cc(C#Cc3ccccc3)ccc2S(=O)(=O)N([C@H](C)CO)C[C@@H]1C
→ -3.2	-16.4
40	c1ccc2[nH]c(CSc3nc4ccccc4[nH]3)nc2c1
→ -0.3	-4.8
41	O=C(CSc1nc2ccccc2s1)Nc1ccc(N2CCOCC2)c(Cl)c1
→ 0.0	8.0
42	C[C@H]1CN([C@@H](C)CO)C(=O)c2cccc(NC(=O)NC3CCCCC3)c2O[C@@H]1CN(C)C(=O)Nc1ccc(F)cc1
→ -2.1	-2.4
43	Cc1noc(C)c1NC(=O)N(C)C[C@@H]1Oc2ccc(NC(=O)Nc3ccc4c(c3)OCO4)cc2CC(=O)N([C@H](C)CO)C[C@H]1C
→ -1.0	·
44	C[C@H]1CN([C@@H](C)CO)C(=O)c2cc(-c3cccc(F)c3)cnc2O[C@@H]1CN(C)C
→ -1.8	-15.6
45	CCS(=O)(=O)NCC[C@H]1CC[C@H](NC(=O)C2CCCCC2)[C@@H](CO)O1
→ -0.5	2.6
46	C[C@@H]1CN([C@H](C)CO)C(=O)CCCn2nncc2CO[C@@H]1CN(C)Cc1ccc(Cl)c(Cl)c1
→ -0.9	0.6
47	C[C@H](CO)N1C[C@H](C)[C@H](CN(C)C(=O)Nc2ccccc2F)Oc2ncc(/C=C/c3ccccc3)cc2C1=O
→ 0.9	-9.1
48	CN(CC(O)Cn1c2ccccc2c2ccccc21)S(C)(=O)=O (stereo not given)
→ 1.4	·
49	COC(=O)C[C@H]1C[C@H]2c3cc(NC(=O)c4cccnc4)ccc3O[C@H]2[C@@H](CO)O1
→ -0.9	9.2
50	Cc1noc(C)c1S(=O)(=O)Nc1ccc2c(c1)C(=O)N([C@@H](C)CO)C[C@@H](C)[C@@H](CN(C)C(=O)CCC(F)(F)F)OCCCC[C@H](C)O2
→ -2.1	·
51	CCN(CC)C(=S)SSC(=S)N(CC)CC
→ 15.9	·
52	O=C(C[C@H]1CC[C@@H](NS(=O)(=O)c2ccc(F)cc2)[C@H](CO)O1)N1CCc2ccccc2C1
→ 0.0	-2.0
53	COc1ccc(-c2coc3cc(O)ccc3c2=O)cc1O
→ 0.3	·
54	CO[C@@H]1CN(C)C(=O)c2cc(NC(C)=O)ccc2OC[C@@H](C)N(Cc2ccncc2)C[C@@H]1C
→ 0.0	8.8
55	COc1ccccc1NC(=O)N(C)C[C@H]1OCc2ccccc2-c2c(n(C)c3ccccc23)C(=O)N([C@@H](C)CO)C[C@H]1C
→ -2.5	-26.3
56	CO[C@H]1CN(C)C(=O)c2cc(NC(=O)Nc3ccc(C(F)(F)F)cc3)ccc2OC[C@@H](C)NC[C@H]1C
→ 0.1	-6.6
57	CCCNC(=O)Nc1ccc2c(c1)C(=O)N(C)C[C@H](OC)[C@H](C)CN(Cc1ccccc1)[C@@H](C)CO2
→ 0.1	-9.9
58	C/C=C/c1cnc2c(c1)C(=O)N([C@H](C)CO)C[C@H](C)[C@H](CN(C)S(=O)(=O)c1ccccc1F)O2
→ 0.2	1.4
59	CCC(=O)N1C[C@@H](C)[C@@H](OC)CN(C)C(=O)c2ccc(NC(=O)Nc3cccc(F)c3)cc2OC[C@H]1C
→ 0.2	-6.1
60	COc1ccccc1NC(=O)N[C@H]1CC[C@H](CC(=O)N[C@H](C)c2ccccc2)O[C@@H]1CO
→ 0.1	8.2

One compound at a time, from the list above.
COc1ccc(-c2coc3cc(O)ccc3c2=O)cc1O reads IDH1 R132H inh = 0.3; PRC2 inh = ·
CCCNC(=O)Nc1ccc2c(c1)C(=O)N(C)C[C@H](OC)[C@H](C)CN(Cc1ccccc1)[C@@H](C)CO2 reads IDH1 R132H inh = 0.1; PRC2 inh = -9.9

New compounds follow.
Every second line gives: IDH1 R132H inh	PRC2 inh
61	Cc1ccc(S(=O)(=O)Nc2ccc3c(c2)C(=O)N([C@H](C)CO)C[C@@H](C)[C@H](CN(C)Cc2ccccc2)O3)cc1
→ -0.3	2.5
62	CO[C@@H](CN(C)S(=O)(=O)c1ccc(Cl)cc1)[C@@H](C)CN([C@@H](C)CO)S(=O)(=O)c1cccc(Cl)c1
→ -0.3	19.8
63	C[C@H]1CCCCO[C@@H](CN(C)S(=O)(=O)c2cn(C)cn2)[C@@H](C)CN([C@@H](C)CO)C(=O)c2cc(NS(=O)(=O)c3cn(C)cn3)ccc2O1
→ -1.2	·
64	CCCC#Cc1ccc2c(c1)O[C@@H](CN(C)Cc1cncnc1)[C@@H](C)CN([C@H](C)CO)S2(=O)=O
→ 1.0	-14.7
65	C[C@H]1CN([C@@H](C)CO)C(=O)c2cccc(NC(=O)Nc3ccc4c(c3)OCO4)c2O[C@H]1CN(C)Cc1ccc2c(c1)OCO2
→ ·	4.0
66	CC(=O)NC(Cc1c[nH]c2cc(Cl)ccc12)C(=O)O (stereo not given)
→ 1.4	9.7
67	Cc1noc(C)c1S(=O)(=O)Nc1ccc2c(c1)CC(=O)N([C@@H](C)CO)C[C@H](C)[C@H](CN(C)Cc1ccc(-c3ccccc3)cc1)O2
→ 0.2	·
68	C[C@@H]1CN([C@@H](C)CO)C(=O)c2cc(-c3ccccc3)cnc2O[C@H]1CN(C)C(=O)Cc1ccccc1
→ -1.8	8.8
69	CO[C@@H]1CN(C)C(=O)c2cc(NC(=O)c3cc(C)on3)ccc2OC[C@H](C)NC[C@H]1C
→ -0.2	0.1
70	CC(C)C#Cc1cnc2c(c1)C(=O)N([C@@H](C)CO)C[C@H](C)[C@@H](CN(C)C(=O)Nc1cc(F)ccc1F)O2
→ -0.7	2.1
71	C[C@@H]1CCCCO[C@@H](CN(C)C(=O)NC2CCCCC2)[C@@H](C)CN([C@@H](C)CO)C(=O)c2cc(NC(=O)Nc3ccc(F)cc3)ccc2O1
→ 4.3	·
72	C[C@@H]1CN([C@H](C)CO)C(=O)Cc2cc(NC(=O)C3CC3)ccc2O[C@@H]1CN(C)Cc1ccc2c(c1)OCO2
→ 2.1	-7.4
73	COc1ccc(S(=O)(=O)N(C)C[C@H]2Oc3ccc(NC(=O)CCN4CCOCC4)cc3C(=O)N([C@@H](C)CO)C[C@@H]2C)cc1
→ -1.2	·
74	COc1ccccc1-c1cnc2c(c1)C(=O)N([C@H](C)CO)C[C@@H](C)[C@H](CN(C)Cc1ccccc1)O2
→ -1.1	·
75	Cc1ccc(S(=O)(=O)N(C)C[C@H]2OCCCC[C@@H](C)Oc3ccc(NS(C)(=O)=O)cc3C(=O)N([C@H](C)CO)C[C@@H]2C)cc1
→ -6.0	·
76	C[C@H](CO)N1C[C@H](C)[C@@H](CN(C)S(=O)(=O)c2ccc(F)cc2)Oc2ccc(NC(=O)Nc3ccccc3)cc2C1=O
→ 3.8	·

Screening results deposited in PubChem BioAssay by Broad Institute.
